From PubChem
PvdQ inh – blocks Pseudomonas aeruginosa PvdQ acylase activity; purified PvdQ acylase, fluorescence plate reader; inhibition, % at 10 µM; 340,000 compounds, 0.063% hits; AID 488965; in the data active = inhibition above about 30%, passing the limit was not always enough; inconclusive = no clear call, values can overlap the other calls;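 also: 0% = vehicle neutral wells and 100% = reference inhibitor wells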
dFosB activator – mouse delta FosB homodimer activation. 340,000 compounds, 0.99% hits. AID 493131. purified delta FosB, TAMRA-CDK5 oligo fluorescence polarization; percent of positive-control signal above neutral wells. activation, % at 25 µM;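 active = mean activation above about 17%, with every replicate also reaching it, limit read from the data, passing the limit was not always enough; inconclusive = only one of the two conditions met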;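 also: fluorescence polarization rise as delta FosB binds a TAMRA Cdk5 AP-1 oligo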
Target sequence (P13346 whole entry, looked up): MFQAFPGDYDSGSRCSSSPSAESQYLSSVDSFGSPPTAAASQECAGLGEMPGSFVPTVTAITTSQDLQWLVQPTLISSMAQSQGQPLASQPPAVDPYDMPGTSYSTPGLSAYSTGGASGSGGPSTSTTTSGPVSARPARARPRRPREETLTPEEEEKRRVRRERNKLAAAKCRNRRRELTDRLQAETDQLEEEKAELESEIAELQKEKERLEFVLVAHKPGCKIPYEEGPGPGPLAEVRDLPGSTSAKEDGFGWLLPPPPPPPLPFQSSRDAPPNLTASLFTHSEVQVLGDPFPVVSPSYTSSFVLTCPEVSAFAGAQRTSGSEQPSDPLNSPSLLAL
cardiac RTF act – cardiac RTF calcium sensitization. IANBD-labeled TnC RTF fluorescence at EC20 calcium; 0% EC20 calcium, 100% full calcium. activation, % at 7.2 µM. 340,000 compounds, 0.24% hits. AID 493008;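 active = activation above the mean over all tested compounds plus 3 SD, cut at about 30% in these data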;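 also: rise in fluorescence read as greater calcium sensitivity of cardiac thin filaments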
SR-BI DiI inh – mouse SR-BI HDL lipid transfer inhibition; ldlA[mSR-BI] CHO cells, DiI-HDL uptake fluorescence, 3 h; inhibition, % at 12.5 µM; 320,000 compounds, 0.96% hits;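 active = mean replicate inhibition of at least 70% and a set share of replicates each scoring 70 or more; inconclusive = meets just one of the two criteria; inactive = fails both criteria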;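 also: 0% = median of neutral control wells and 100% = median of positive control wells; values of inactives mirror those of a sister screen read the other way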
Wnt bcat act – activators of Wnt/beta-catenin signaling. Wnt/beta-catenin reporter cell assay, activator, plate reader. activation, % at 9.35 µM. 300,000 compounds, 1.2% hits. AID 743398; in the data active = activation above about 30%, passing the limit was not always enough; inconclusive = no clear call, values can overlap the other calls;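 also: 0% = neutral control wells and 100% = positive control wells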
MITF act – MITF TRPM1 promoter activation in melanoma cells; SK-MEL-5 TRPM1-promoter luciferase, 24 h; % of positive control, neutral wells = 0; activation, % at 12.5 µM; 300,000 compounds, 0.75% hits; AID 588334;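 active = mean activation of at least 80% with every replicate also reaching 80%; inconclusive = mean reaches 80% but some replicate falls short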;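 also: 0% = neutral control wells and 100% = parthenolide positive control wells; values of inactives mirror those of a sister screen read the other way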
HTR5A ag ctr – counter-screen for OPRM1-OPRD1 agonists: human HTR5A agonism | activation, % at 9.3 µM | 340,000 compounds, 0.61% hits | HTR5A agonist assay, luminescence, cell-based; in the data active = activation mostly above about 9.5%, no sharp cut-off; inactive = mostly below about 7.6%;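 also: 0% = cells with vehicle only and 100% = reference agonist; strong numbers were not always called active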
Target sequence (P47898 whole entry, looked up): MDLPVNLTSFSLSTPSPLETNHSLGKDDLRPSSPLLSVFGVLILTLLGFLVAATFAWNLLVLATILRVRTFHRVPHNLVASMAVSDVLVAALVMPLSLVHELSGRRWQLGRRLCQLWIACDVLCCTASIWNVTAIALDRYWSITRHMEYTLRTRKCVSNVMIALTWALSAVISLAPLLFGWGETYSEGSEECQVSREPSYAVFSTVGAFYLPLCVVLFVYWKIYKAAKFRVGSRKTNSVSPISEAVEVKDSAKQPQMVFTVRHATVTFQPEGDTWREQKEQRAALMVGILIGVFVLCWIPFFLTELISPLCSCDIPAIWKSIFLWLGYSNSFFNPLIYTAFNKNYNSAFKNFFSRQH
SR-BI uptake up – SR-BI HDL lipid transfer activation. CHO ldlA[mSR-BI] cells, DiI-HDL uptake fluorescence, 3 h; 100 = double the neutral-control signal. 320,000 compounds, 0.096% hits. activation, % at 12.5 µM;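 active = mean replicate activation of at least 60% and every replicate at or above 60%; inconclusive = mean or all-replicate condition met, but not both; inactive = mean below 60% and not all replicates reaching 60%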;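 also: 0% = median plate neutral-control signal and 100% = twice that signal; values of inactives mirror those of a sister screen read the other way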
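Test system: SR-BI-overexpressing, LDLR-lacking CHO cells; Medium: Ham's F12 with 0.5% BSA, HEPES 25 mM, pH 7.4; Schedule: 3 h, 37 °C; Technique: bottom-read fluorescence, 550/595 nm.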
CDK5 inh – CDK5/p35 (human) kinase inhibition; inhibition, % at 10 µM; Q00535+Q15078; Recombinant CDK5/p35, ADP-Glo luminescence, 60 min; 330,000 compounds, 0.01% hits;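 active = highest replicate inhibition of at least 50% and at least 75% of replicates reaching 50%; inconclusive = only one of the two criteria met; inactive = both criteria failed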;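 also: plate controls were DMSO neutral control for no effect and GW8510 at 10 µM for full effect; many of its hits are not listed in these tables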
Rtt109 Vps75 – C. albicans Rtt109 histone acetyltransferase inhibition; 330,000 compounds, 0.16% hits; inhibition, % at 34.9 µM; purified Rtt109/Vps75, ThioGlo CoA-SH fluorescence, 4 h;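 active = inhibition of at least 50% in every replicate; inconclusive = best replicate reaches 50% inhibition but some replicates fall short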
Target sequence (Q5AAJ8 whole entry, looked up): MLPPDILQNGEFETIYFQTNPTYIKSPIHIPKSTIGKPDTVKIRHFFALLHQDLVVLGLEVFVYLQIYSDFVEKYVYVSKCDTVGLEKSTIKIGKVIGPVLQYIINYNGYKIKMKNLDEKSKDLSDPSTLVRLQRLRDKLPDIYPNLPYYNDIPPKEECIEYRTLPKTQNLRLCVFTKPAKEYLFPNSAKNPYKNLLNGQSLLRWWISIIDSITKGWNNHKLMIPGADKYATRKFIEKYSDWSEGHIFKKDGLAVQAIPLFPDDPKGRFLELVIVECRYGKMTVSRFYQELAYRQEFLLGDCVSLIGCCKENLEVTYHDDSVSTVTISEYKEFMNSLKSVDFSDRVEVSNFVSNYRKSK
Starred values were filed as active, the others as inactive; ? = inconclusive; · = not tested or not shown.

SMILES	PvdQ inh	dFosB activator	cardiac RTF act	SR-BI DiI inh	Wnt bcat act	MITF act	HTR5A ag ctr	SR-BI uptake up	CDK5 inh	Rtt109 Vps75
C=CCOc1ccccc1CN1CCSCC1	-15	3	-3	-9	0	0	6	9	0.2	-22
Cc1cc(Nc2ccccc2)nn1C(=O)c1ccccc1	-10	3	0	44	1	-1	-1	-44	-0.5	13
Cc1ccc(NS(=O)(=O)c2cccc(C(=O)NCC(c3ccc(F)cc3)N3CCOCC3)c2)cc1 (stereo unspecified)	9	-13	-6	10	-1	-5	3	-10	-0.2	21
O=C(NNS(=O)(=O)c1ccccc1[N+](=O)[O-])c1cccc(Br)c1	-7	-2	-4	-6	-1	·	5	6	2.2	-1
CCCn1c(N)c(N(CCOC)C(=O)c2cc(Cl)nc3ccccc23)c(=O)[nH]c1=O	-13	3	-4	-3	0	2	1	3	-0.7	0
Cc1[nH]c2ccccc2c1/C=C/c1nc2ccccc2c(=O)n1CCO	-7	-3	-3	48	5	19	-7	-36	-3.4	-10
COc1ccc(-c2cc3nc(-c4ccccc4)cc(N4CCC(O)CC4)n3n2)cc1	-3	2	-3	60	-10	-10	5	-60	-1.5	15
Cc1cc(=O)oc2cc(OC(C)C(=O)NC3(C#N)CCCCC3)ccc12 (stereo unspecified)	-14	6	7	-8	1	-7	1	8	0.6	-1
COc1cc(NC(=O)c2cccs2)ccc1NC(=O)c1ccccc1Cl	-5	1	-6	83*	10	25	0	-83	-0.9	-1
Cc1ccc(CN2CCC(n3nccc3NC(=O)C3CCOC3)CC2)cc1 (stereo unspecified)	-12	0	0	-19	-1	-3	8	19	-2.7	-5
CCN(CC)S(=O)(=O)c1ccc(NC(=O)CNC2CCCCC2)cc1	-15	-13	-1	3	-2	3	-4	-3	0.9	-6
O=C(Nc1nc(COc2ccccc2)cs1)C1CCC1	-9	-5	3	12	46*	45	-3	-12	-4.0	3
CC(=O)c1ccc(-n2nnnc2SCC(=O)N2CCN(C(=O)c3ccco3)CC2)cc1	0	3	1	11	·	-6	9	-11	0.2	13
C/C(CCc1oc2c(Br)cc(Br)cc2c1-c1ccc(C)o1)=N\O	8	-15	8	78*	0	-4	-3	-78	-1.1	3
CCC(C)NC(=O)CC1Oc2ccc(Cl)cc2NC1=O (stereo unspecified)	15	-7	7	4	-3	-1	-2	-4	0.7	11
CCCc1[nH]nc2c1C(/C(C)=C/c1ccccc1)C(C#N)=C(N)O2 (stereo unspecified)	-18	-4	3	26	·	-1	0	-26	-2.2	-6
CC(=O)C1=C(O)C(=O)N(CC#N)C1c1cccs1 (stereo unspecified)	-1	-6	-1	-26	7	4	5	26	-0.6	4
O=C(Nc1nnc(CSCc2ccc(Cl)cc2)s1)c1cccc([N+](=O)[O-])c1	0	-2	1	-28	-3	10	2	28	-1.4	5
COC1CCCCC1Nc1cc(C)cc(C)c1 (stereo unspecified)	-9	0	1	-11	-1	7	1	11	0.8	-11
COc1ccc(CCNC(=O)c2nn(C)cc2Cl)cc1	-20	-3	5	-1	3	19	-5	1	-3.2	·
CC(=O)c1cc2c(cc1NC(=O)C1CCC1)OCO2	-12	-3	8	-26	-4	-1	-2	26	-3.2	0
Cc1ccc2nc(C3CCN(C(=O)NCc4ccccc4)CC3)[nH]c2c1	2	-4	-7	8	·	1	0	-8	2.2	-5
CC(/C=C/c1ccc(Cl)o1)=C\C(=O)O	8	-2	-3	-34	·	-15	-5	34	2.3	7
CC(=O)COc1ccccc1OC(=O)c1ccco1	-14	-2	2	-8	-4	·	6	8	-1.1	-4
CC1CCN(C(=O)COC(=O)C2CCN(S(=O)(=O)c3c(Cl)cccc3Cl)CC2)CC1	2	-3	-1	24	-5	8	3	-24	-0.4	39

Later entries.
SMILES	PvdQ inh	dFosB activator	cardiac RTF act	SR-BI DiI inh	Wnt bcat act	MITF act	HTR5A ag ctr	SR-BI uptake up	CDK5 inh	Rtt109 Vps75
CCOC(=O)c1cc(C#N)c(C)nc1N(CC)CC	-12	-4	2	7	1	10	-4	-7	-0.2	-1
O=C(c1ccc2c(c1)OCCO2)N1CCCCC1	0	9	-5	-27	·	-2	0	27	-0.9	7
CCCNC(=O)C(CC)NC(=O)c1ccc(C#N)cc1 (stereo unspecified)	1	1	4	-62	-1	6	0	62*	-3.4	3
Cc1ccc(C(=O)N/C(=C\c2cccs2)C(=O)NC2CCCCC2)cc1	-8	1	-3	0	1	-15	-2	0	1.5	-1
CCN(CC(=O)Nc1ccc(OC)cc1)CC(=O)Nc1ccc(Cl)cc1F	-2	-3	-2	7	1	-14	2	-7	1.3	3
COc1cccc(NC(=O)Cn2c(=O)n(-c3ccccc3)c(=O)c3sccc32)c1	2	6	-1	·	0	-7	8	·	1.8	12
CC(=O)Nc1ccc(N2C(=O)CC(c3ccccc3)CC2=O)cc1	-12	3	5	-22	-1	·	1	22	0.0	-4
CCCc1nnc(NC(=O)C(C)N2C(=O)C3C4C=CC(C4)C3C2=O)s1 (stereo unspecified)	-5	3	7	-20	-3	·	2	20	-0.9	2
Cc1ccccc1OCC(O)COc1ccccc1C	-10	-8	-6	9	5	27	-1	-9	-0.6	-1
O=C(CN1C(=O)NC2(CCCCC2)C1=O)Nc1nc2c(F)cc(F)cc2s1	-6	-9	-8	-4	-2	3	0	4	1.2	1
COC(=O)c1cc(C(=O)Nc2ccc(S(N)(=O)=O)cc2)cc([N+](=O)[O-])c1	-12	11	5	50	7	1	5	-50	0.9	1
CCOC(=O)c1cccc(NC(=O)CCc2c(C)nc3ncnn3c2C)c1	-4	-9	1	32	-9	·	-2	-32	1.5	1
COc1cc(C=O)c(Br)cc1OC1CCCC1	1	-4	-2	0	·	-6	-2	0	0.5	-11
O=C(NCc1cccnc1)C1c2ccccc2C(=O)N1Cc1ccco1 (stereo unspecified)	-1	0	5	5	-1	-3	7	-5	0.4	-18
N#CCCN(C(=O)Nc1ccc(Cl)c(Cl)c1)c1ccccc1	-13	-6	2	·	1	3	7	·	-2.3	-5
CC12CCC(c3c(C(=O)Nc4nccs4)nn(-c4ccccc4)c31)C2(C)C (stereo unspecified)	-1	-15	8	42	·	-10	2	-42	0.5	-1
O=C(c1ccc(-c2ccccc2)cc1)N1CCN(C(=O)c2ccco2)CC1	-18	-7	15	9	·	-4	3	-9	0.2	-5
O=C(NCC1CCCO1)c1ccc(COc2ccc(Br)cc2)cc1 (stereo unspecified)	-4	-10	4	13	·	4	1	-13	-1.6	-8
CCCNC(=O)Cn1cnc2sc(C(=O)N3CCN(c4ccc(F)cc4)CC3)c(C)c2c1=O	-15	-13	3	28	·	-12	-3	-28	-2.2	-6
O=C1COc2ccc(S(=O)(=O)N3CCc4ccccc43)cc2N1	10	-4	-2	·	1	-3	3	·	-0.2	-30
O=S(=O)(c1ccccc1Cl)N1CCCC1c1nc(-c2cccc(Cl)c2)no1 (stereo unspecified)	0	-4	-7	-16	-1	5	2	16	1.6	12
CCCc1ccc(OCC(O)CN2CCN(c3ccccn3)CC2)cc1 (stereo unspecified)	7	2	0	-1	0	-7	2	1	1.5	9
c1csc(-c2nc3ccccc3[nH]2)c1	-6	-4	2	-6	·	33	10	6	1.3	-1
O=C(Cn1c(C(F)(F)F)nc2ccccc21)NCCCN1CCOCC1	-7	-4	5	-10	·	·	·	10	2.0	2
COC(=O)c1sccc1NC(=O)c1ccc(C)o1	-12	-30	-3	8	-1	-2	1	-8	-0.9	-1

Arranged by formula weight (high to low): 12 of the compounds above
SMILES	PvdQ inh	dFosB activator	cardiac RTF act	SR-BI DiI inh	Wnt bcat act	MITF act	HTR5A ag ctr	SR-BI uptake up	CDK5 inh	Rtt109 Vps75
O=S(=O)(c1ccccc1Cl)N1CCCC1c1nc(-c2cccc(Cl)c2)no1 (stereo unspecified)	0	-4	-7	-16	-1	5	2	16	1.6	12
CCN(CC(=O)Nc1ccc(OC)cc1)CC(=O)Nc1ccc(Cl)cc1F	-2	-3	-2	7	1	-14	2	-7	1.3	3
O=C(NCC1CCCO1)c1ccc(COc2ccc(Br)cc2)cc1 (stereo unspecified)	-4	-10	4	13	·	4	1	-13	-1.6	-8
COC(=O)c1cc(C(=O)Nc2ccc(S(N)(=O)=O)cc2)cc([N+](=O)[O-])c1	-12	11	5	50	7	1	5	-50	0.9	1
Cc1ccc(C(=O)N/C(=C\c2cccs2)C(=O)NC2CCCCC2)cc1	-8	1	-3	0	1	-15	-2	0	1.5	-1
O=C(c1ccc(-c2ccccc2)cc1)N1CCN(C(=O)c2ccco2)CC1	-18	-7	15	9	·	-4	3	-9	0.2	-5
N#CCCN(C(=O)Nc1ccc(Cl)c(Cl)c1)c1ccccc1	-13	-6	2	·	1	3	7	·	-2.3	-5
CC(=O)Nc1ccc(N2C(=O)CC(c3ccccc3)CC2=O)cc1	-12	3	5	-22	-1	·	1	22	0.0	-4
COc1cc(C=O)c(Br)cc1OC1CCCC1	1	-4	-2	0	·	-6	-2	0	0.5	-11
Cc1ccccc1OCC(O)COc1ccccc1C	-10	-8	-6	9	5	27	-1	-9	-0.6	-1
COC(=O)c1sccc1NC(=O)c1ccc(C)o1	-12	-30	-3	8	-1	-2	1	-8	-0.9	-1
c1csc(-c2nc3ccccc3[nH]2)c1	-6	-4	2	-6	·	33	10	6	1.3	-1

The list continues.
SMILES	PvdQ inh	dFosB activator	cardiac RTF act	SR-BI DiI inh	Wnt bcat act	MITF act	HTR5A ag ctr	SR-BI uptake up	CDK5 inh	Rtt109 Vps75
C=CCN1C(=O)/C(=C/C=C2/N(CC)c3ccc(S(=O)(=O)N(C)C)cc3N2CC)SC1=S	18	?	429*	33	-2	-6	-4	-33	2.5	3
O=C(NCc1ccncc1)C12CC3CC(CC(Cl)(C3)C1)C2	-15	0	-4	·	8	-6	-1	·	1.6	1
CC(NC(=O)Cc1cccs1)c1ccccc1 (stereo unspecified)	-15	-1	-3	-23	-6	19	4	23	-3.4	0
CC(C)(C)C(=O)N1CCC(O)(CS(=O)(=O)Cc2ccc(Cl)cc2)CC1	4	-8	-4	-4	·	·	12*	4	-0.7	-7
CCCn1c(SCC(=O)c2ccc3c(c2)OCCO3)nnc1C(C)C	2	-2	-1	15	·	-4	-1	-15	-1.7	6
C=CCn1c[n+](CC(=O)c2ccc(Br)s2)c2ccccc21	-21	-8	·	-5	-1	-12	·	5	-1.0	30

This is a random part of the collection; any-hit rate near 4.4%.
